# Calpain2 inh = blocks pig calpain II enzyme activity | purified calpain II, fluorogenic peptide substrate, 30 min | inhibition, % at 16 µM | actives 0.37% (n = 220,000) | AID 1236;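 active = inhibition above about 50%, limit read from the data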
# EBV gp42 inh = blocks Epstein-Barr virus glycoprotein 42 binding; Q1HVG2; Fluorescence polarization binding assay, mP read-out; inhibition, % (tested at 21.74 µM); actives 0.42% (n = 220,000); AID 1085; in the data active = inhibition above about 50%
# thrombin 1536 = blocks human thrombin protease activity | P00734 | alpha-thrombin, Boc-VPR-AMC fluorogenic substrate cleavage | inhibition, % at 5 µM | actives 0.26% (n = 220,000);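 active = inhibition at or above 40%; inactive = inhibition below 40%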;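 note: 0% = enzyme with no compound and 100% = wells without enzyme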
#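 System: human alpha-thrombin protein; Compound dosing: one concentration per compound, 5 µM, with 0.2% DMSO; Timing: reaction at room temperature; Technique: AMC fluorescence, 355/460 nm; Controls: enzyme without compound as high, wells lacking enzyme as low.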
# Tb hexokinase = T. brucei hexokinase 1 inhibition | inhibition, % at 10 µM | recombinant TbHK1, G6PDH-coupled NADH A340 | actives 0.11% (n = 220,000);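 active = inhibition of 50% or more in the single-dose primary screen; inactive = inhibition below 50%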
# Furin inh = inhibitors of human furin; P09958; purified furin, fluorogenic substrate cleavage; inhibition, % at 30 µM; actives 0.061% (n = 220,000); in the data active = inhibition above about 25%; note: inactives centre near -15
# Cl transport mod = modulators of human KCC2 chloride dependent transport; KCC2 cells, thallium flux FluoZin-2 fluorescence; B-score of Tl+ flux slope (higher = more flux/activation; lower = inhibition) at 10 µM; actives 2.2% (n = 190,000);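 active = thallium flux slope and its plate-corrected score both differing from the plate sample mean at a set confidence after two filtering rounds, in either direction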;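 note: slope of fluorescence scaled to starting intensity during 10 to 20 s after thallium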
# Target sequence (Q9H2X9 whole entry, looked up): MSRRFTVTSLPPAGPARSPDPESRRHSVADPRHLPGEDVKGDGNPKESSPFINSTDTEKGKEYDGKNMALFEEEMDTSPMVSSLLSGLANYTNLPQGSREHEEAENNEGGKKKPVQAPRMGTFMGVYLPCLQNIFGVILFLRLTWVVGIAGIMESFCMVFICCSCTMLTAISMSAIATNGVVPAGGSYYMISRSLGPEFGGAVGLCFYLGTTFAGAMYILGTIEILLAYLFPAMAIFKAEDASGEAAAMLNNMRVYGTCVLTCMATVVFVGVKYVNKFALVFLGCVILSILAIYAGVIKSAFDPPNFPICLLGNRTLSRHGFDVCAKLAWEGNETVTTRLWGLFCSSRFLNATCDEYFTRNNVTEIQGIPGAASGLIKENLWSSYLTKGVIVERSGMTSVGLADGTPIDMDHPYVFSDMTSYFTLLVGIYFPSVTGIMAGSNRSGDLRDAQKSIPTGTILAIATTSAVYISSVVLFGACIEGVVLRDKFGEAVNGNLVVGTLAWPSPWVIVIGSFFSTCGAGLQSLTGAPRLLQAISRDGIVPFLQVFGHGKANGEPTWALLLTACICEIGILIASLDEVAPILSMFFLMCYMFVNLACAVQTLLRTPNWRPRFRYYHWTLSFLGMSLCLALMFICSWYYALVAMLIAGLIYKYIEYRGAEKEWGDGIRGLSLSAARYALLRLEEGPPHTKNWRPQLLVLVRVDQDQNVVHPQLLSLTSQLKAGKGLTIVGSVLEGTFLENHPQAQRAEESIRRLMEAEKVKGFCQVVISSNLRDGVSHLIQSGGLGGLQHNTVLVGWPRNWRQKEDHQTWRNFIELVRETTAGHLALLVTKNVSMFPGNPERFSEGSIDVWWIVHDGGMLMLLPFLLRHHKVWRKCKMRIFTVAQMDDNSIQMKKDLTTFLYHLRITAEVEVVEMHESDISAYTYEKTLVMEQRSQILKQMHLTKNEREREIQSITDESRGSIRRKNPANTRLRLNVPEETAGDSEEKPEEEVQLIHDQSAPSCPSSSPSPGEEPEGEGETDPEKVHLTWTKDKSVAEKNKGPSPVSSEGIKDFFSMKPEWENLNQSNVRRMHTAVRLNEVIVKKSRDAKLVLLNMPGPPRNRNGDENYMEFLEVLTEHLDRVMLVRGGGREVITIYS
# TRPML3 agonist = human mucolipin-3 channel agonism. Q8TDD5. HEK293 TRPML3-YFP, Fluo-8 calcium fluorescence; 100% = the carbachol control signal. activation, % at 3 µM. actives 0.29% (n = 220,000);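 active = activation above its plate's cutoff, the mean activation of the plate's test wells plus 3 SD, cut at about 12% in these data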;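 note: 0% = DMSO only wells and 100% = carbachol wells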
#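 Test system – HEK293 line with stable expression of human TRPML3-YFP channel · Control set – carbachol 87 µM final as high control (100%), DMSO as low control (0%) · Signal – Fluo-8 calcium dye fluorescence, ex 470-495, em 515-575 nm · Incubation – 1-h 37 °C dye load, 5-s basal, 120-s post-compound reads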
# PPC-1+TRAIL kill = kills PPC-1 cancer cells in the presence of TRAIL. PPC-1 cells + TRAIL, ATPLite viability luminescence. cell killing (% activity), % at 4 µM. actives 0.41% (n = 220,000);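 active = cell killing above 50% in the first pass at 4 µM, then a duplicate retest at 5 µM averaging 50% or more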;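 note: plate controls were cells with TRAIL plus DMSO for no effect and medium-only wells lacking cells for full effect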
# zfTRPN1 agonist = agonists of zebrafish TRPN1 channel; actives 0.18% (n = 220,000); HEK293 zebrafish TRPN1-YFP, Fluo-8 calcium fluorescence; 100% = response to 87 µM carbachol; activation, % at 3 µM;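 active = activation above its plate's cutoff, the mean activation of test wells on that plate plus 3 SD, cut at about 19% in these data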;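 note: 0% = DMSO alone and 100% = 87 µM carbachol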
#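 Control set: carbachol 87 µM as high control, DMSO as low control; system: HEK293 stable line with zebrafish TRPN1-YFP; read-out: % activation versus carbachol response; detection: intracellular calcium fluorescence with Fluo-8; doses: single test compound dose, 3 µM nominal, 0.3% DMSO; schedule: dye 1 h 37 °C plus 30 min RT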
# * = called active by the depositor; x = no result given; [ ] = another dose, or the depositor's remark.
[1] COCc1cc(/C=N\NC(=O)Cc2ccc(OC)cc2)ccc1OC
[2] Clc1ccc(CSc2cc3c(nn2)-c2ccccc2CC3)cc1Cl
[3] CC1=NN(C(=O)Cc2ccccc2)C(O)(c2cccnc2)C1 (centres undefined)
[4] CCOC(=O)C(C(=O)OCC)C1CS(=O)(=O)CC1C(C(=O)OCC)C(=O)OCC (centres undefined)
[5] Cn1c(-[n+]2c(-c3ccccc3)cc(-c3ccccc3)cc2-c2ccccc2)nc2cc([N+](=O)[O-])ccc21
[6] COc1ccc(S(=O)(=O)Cc2ccc(C(=O)N3CCN(C4CCCCC4)CC3)o2)cc1
[7] Cc1[nH]c2ccc3ncccc3c2c1C
[8] COc1ccccc1N(CC(=O)Nc1cccnc1)S(=O)(=O)c1ccccc1
Compound,1,2,3,4,5,6,7,8
Calpain2 inh,-7,23,-4,-16,1,2,2,4
EBV gp42 inh,4,-3,-12,-6,-56,-6,1,-21
thrombin 1536,0,-2,-5,-8,-7,-3,0,3
Tb hexokinase,3,-2,-10,5,-57,-12,22,2
Furin inh,-18,-12[20 µM],-21[20 µM],-28[20 µM],11,-18,-4,-16[20 µM]
Cl transport mod,0.23,x,x,-0.71,-0.71,x,-0.16,-0.45
TRPML3 agonist,0.3,1.3,-0.7,-0.2,0.3,0.1,1.0,0.6
PPC-1+TRAIL kill,-19,-1,20,17,9,-4,33,14
zfTRPN1 agonist,1.8,-0.3,0.1,0.2,-0.4,0.4,0.4,-0.9

[9] CCc1ccn2cc(-c3cc(-c4ccccc4)no3)nc2c1
[10] Cc1ccccc1NC(=O)c1ccc(Cn2cc([N+](=O)[O-])cn2)o1
[11] O=C1/C(=C/c2ccccc2)Oc2cc(OC(=O)N3CCOCC3)ccc21
[12] Cc1cc(C)nc(SCC(=O)c2ccc3c(c2)OCCO3)n1
[13] COC(=O)[C@@H](N)Cc1ccc(O)cc1
[14] Cc1onc(-c2c(Cl)cccc2Cl)c1C(=O)c1ccccc1
[15] CCOCCCNC(=O)C(NC(=O)Cc1c[nH]c2ccccc12)c1ccccc1 (centres undefined)
[16] Cc1nn(-c2ccccc2)nc1C(=O)c1c(C)[nH]n(-c2ccccc2)c1=O
Compound,9,10,11,12,13,14,15,16
Calpain2 inh,7,-14,-19,-15,-22,11,7,11
EBV gp42 inh,-9,-8,-11,1,-10,-7,-7,-13
thrombin 1536,-3,-14,1,-11,x,-7,0,2
Tb hexokinase,-16,4,-2,-3,3,-14,-2,-11
Furin inh,0,-11,1,-15[20 µM],-4,-3,-28,-7
Cl transport mod,-0.58,0.37,-1.6,x,1.1,x,0.13,11*
TRPML3 agonist,1.2,0.0,0.8,-0.3,0.1,0.4,0.2,-0.2
PPC-1+TRAIL kill,81*[5 µM],-3,14,16,12,10,5,8
zfTRPN1 agonist,8.8,-0.3,-0.3,1.3,-1.0,-0.4,-1.4,-0.6

[17] CC(=O)Nc1ccc2sccc2c1
[18] Cc1ccccc1-n1c(-c2ccc(=O)[nH]n2)n[nH]c1=S
[19] Cc1cccc(N2CCN(CC(O)COc3ccc(Cl)cc3)CC2)c1 (centres undefined)
[20] Cc1cccc(CCN(CC(=O)NC2CCCCC2)C(=O)c2csnn2)c1
[21] COc1ccc([C@@H]2[C@H]3C(=O)N(c4cccc(C(F)(F)F)c4)C(=O)[C@H]3ON2C)cc1
[22] O=C1c2ccccc2-c2ccc(C(=O)N3CCCCC3)cc21
[23] CC(C)(CN1CCC(Cc2ccccc2)CC1)NS(=O)(=O)c1ccccc1
[24] CCOC(=O)c1ccc(NC(=O)Nc2ccc(S(N)(=O)=O)cc2)cc1
Compound,17,18,19,20,21,22,23,24
Calpain2 inh,5,21,15,10,1,27,28,10
EBV gp42 inh,-6,-6,-20,-12,-17,5,3,0
thrombin 1536,-13,-5,-2,-12,-3,-4,-5,19
Tb hexokinase,-1,-7,0,0,3,-5,9,5
Furin inh,-9,-20,-9,-31,-12[20 µM],-12,-1,-31[20 µM]
Cl transport mod,0.87,0.12,x,-0.34,0.16,-1.5,-3.3,0.015
TRPML3 agonist,0.6,0.5,0.7,-0.3,0.5,0.7,0.8,0.1
PPC-1+TRAIL kill,11,-15,12,12,13,14,5,-18
zfTRPN1 agonist,-1.5,-0.2,1.3,-2.4,-0.8,1.4,-0.5,-0.7

# Reprinted from the part before: 4 entries; new compounds follow.
[21] COc1ccc([C@@H]2[C@H]3C(=O)N(c4cccc(C(F)(F)F)c4)C(=O)[C@H]3ON2C)cc1
[22] O=C1c2ccccc2-c2ccc(C(=O)N3CCCCC3)cc21
[23] CC(C)(CN1CCC(Cc2ccccc2)CC1)NS(=O)(=O)c1ccccc1
[24] CCOC(=O)c1ccc(NC(=O)Nc2ccc(S(N)(=O)=O)cc2)cc1
[25] O=C(C1=COCCO1)N1CCN(C(c2ccccc2)c2ccccc2)CC1
[26] O=C(Cc1ccccc1)NN1C(=O)C2C3C=CC(C3)[C@@H]2C1=O (some centres undefined)
[27] COc1ccc(N/N=C(\C#N)C(=N)N2CCOCC2)cc1
[28] COc1ccc(-c2nnc(SC(=O)N3c4ccccc4Sc4ccccc43)o2)cc1
[29] COC(=O)c1cccc(COC(=O)c2ccccc2NC(=O)c2ccco2)c1
[30] O=C1c2ccccc2C(=O)c2cc(NC(=O)C3CC3)ccc21
[31] CCCOc1ccc(-c2nc(OCC)c3ccccc3n2)cc1
[32] Cc1ccccc1OCC(=O)N1N=C(C(F)(F)F)CC1(O)C(C)(C)C (centres undefined)
Compound,21,22,23,24,25,26,27,28,29,30,31,32
Calpain2 inh,1,27,28,10,-16,-17,-2,-9,-15,-18,-49,9
EBV gp42 inh,-17,5,3,0,-8,1,2,-9,2,-1,-7,-19
thrombin 1536,-3,-4,-5,19,-2,-1,-8,23,28,-3,-2,3
Tb hexokinase,3,-5,9,5,-7,-1,-21,-13,4,-9,-6,6
Furin inh,-12[20 µM],-12,-1,-31[20 µM],-25,-23,4,-19,-14[20 µM],5,-5[20 µM],-7[20 µM]
Cl transport mod,0.16,-1.5,-3.3,0.015,0.25,0.0071,-0.0069,-0.31,-0.059,-0.29,x,1
TRPML3 agonist,0.5,0.7,0.8,0.1,-0.7,0.7,0.6,0.6,0.7,0.7,0.4,0.0
PPC-1+TRAIL kill,13,14,5,-18,6,12,x,22,13,25,9,35
zfTRPN1 agonist,-0.8,1.4,-0.5,-0.7,-1.4,1.0,0.6,0.0,0.4,0.9,1.6,0.2

[33] CCOc1ccc(C2=Nc3ccccc3C(c3ccc(N4CCOCC4)cc3)=NN2)cc1
[34] O=C(NN1C(=O)C2C3C=CC(O3)C2C1=O)c1ccncc1 (centres undefined)
[35] CN(Cc1cn(-c2ccccc2)nc1-c1cc2ccccc2o1)C(=O)CCC(=O)O
[36] CC(C)CCOCc1nc2sc3c(c2c(=O)[nH]1)CCC(C)C3 (centres undefined)
[37] CC(=O)Nc1ccc(S(=O)(=O)NCc2cn3c(C)csc3n2)cc1
[38] Cc1nn(-c2ccccn2)c2c1C(=O)C(Br)CC2 (centres undefined)
[39] CSc1ncc(CN2CCN(C3CCN(C(C)C)CC3)C(CCO)C2)cn1 (centres undefined)
[40] Cc1ccc(OCC(=O)Nc2ccc(S(=O)(=O)Nc3ccccn3)cc2)cc1
Compound,33,34,35,36,37,38,39,40
Calpain2 inh,-39,-9,-71,-109,14,-12,-26,-20
EBV gp42 inh,-7,-13,4,-24,-12,36,4,-7
thrombin 1536,2,-2,0,-4,-5,-10,-8,-7
Tb hexokinase,-3,1,-15,-8,1,2,-2,-3
Furin inh,1[20 µM],-10,-3,1[20 µM],-20[20 µM],-36,-30,-19
Cl transport mod,0.6,0.55,x,1.8,0.056,-0.82,-0.98,0.2
TRPML3 agonist,0.8,1.6,0.8,0.5,0.5,0.8,1.4,1.5
PPC-1+TRAIL kill,30,6,21,19,14,1,39,6
zfTRPN1 agonist,0.1,1.8,0.1,-0.6,1.1,0.0,1.8,3.5

# Some of the entries so far, with tabs:
item	SMILES	Calpain2 inh	EBV gp42 inh	thrombin 1536	Tb hexokinase	Furin inh	Cl transport mod	TRPML3 agonist	PPC-1+TRAIL kill	zfTRPN1 agonist
35	CN(Cc1cn(-c2ccccc2)nc1-c1cc2ccccc2o1)C(=O)CCC(=O)O	-71	4	0	-15	-3	x	0.8	21	0.1
36	CC(C)CCOCc1nc2sc3c(c2c(=O)[nH]1)CCC(C)C3 (centres undefined)	-109	-24	-4	-8	1[20 µM]	1.8	0.5	19	-0.6

# Later entries:
[41] CNC(=O)NC(=O)COC(=O)/C=C/c1cccc(Br)c1
[42] COc1ccc(CN2CCC(c3nc4ccc(Cl)cc4[nH]3)CC2)cc1
[43] Cc1ccc(OCCNC(=O)c2cccc(Oc3ccc(C(F)(F)F)cc3[N+](=O)[O-])c2)cc1
[44] CCOC(=O)C1=C(CSc2nc(-c3ccncc3)ccc2C#N)OC(N)=C(C#N)C1c1ccc(OC)cc1 (centres undefined)
[45] CCc1c(C)sc(NC(=O)Cn2nc(C)c([N+](=O)[O-])c2C)c1C(N)=O
[46] CC(C)CNc1nc(S(=O)(=O)c2ccccc2)c(Cl)s1
[47] CCn1c(=O)cc(OCC(=O)N2CCCCCC2)c2ccccc21
[48] Cc1cc(OCC(=O)N(C)C2CCCCC2)cc(C)c1Cl
Compound,41,42,43,44,45,46,47,48
Calpain2 inh,-6,4,8,-52,5,39,-11,32
EBV gp42 inh,-22,-2,-16,-50,-22,-12,-12,-8
thrombin 1536,-1,2,3,1,-2,1,0,-2
Tb hexokinase,0,5,9,-33,-5,9,-8,-6
Furin inh,-23,-9,-8,-5[20 µM],-6,1,-11[20 µM],-15
Cl transport mod,0.76,0.87,0.31,-2.5,-0.083,x,1.1,-0.35
TRPML3 agonist,0.6,1.1,0.4,0.8,0.4,-0.6,1.3,-0.2
PPC-1+TRAIL kill,14,42,1,-12[5 µM],9,7,49,11
zfTRPN1 agonist,-0.7,2.0,-0.5,2.4,1.1,-0.5,-0.7,-1.3

[49] CCC(C)NC(=O)/C=C1\Sc2ccccc2NC1=O (centres undefined)
[50] FC(F)(Cl)c1nnc2ccc(Cl)nn12
[51] O=C(CN1C(=O)C(=O)N(Cc2ccccc2)C1=O)Nc1ccc(F)c(Cl)c1
[52] Cc1ccc(C)c(NS(=O)(=O)c2cc(C(=O)Nc3ccccc3-c3ccccc3)ccc2Cl)c1
[53] CCn1c(SCC(=O)Nc2nonc2C)nnc1-c1ccco1
[54] Cc1cc(C(=O)COC(=O)/C=C/c2cccc(F)c2)c(C)n1C
[55] Cc1cc(C)n(-c2nc3c(c(=O)[nH]c(=O)n3C)n2Cc2ccccc2)n1
[56] CC1(C)CC(=O)C(C=Nc2ccc(N)cc2)=C(O)C1
Compound,49,50,51,52,53,54,55,56
Calpain2 inh,-13,-26,-2,-45,-23,6,-17,16
EBV gp42 inh,-2,3,-11,-1,-20,-5,-4,-6
thrombin 1536,-5,2,-2,-2,-1,-2,0,5
Tb hexokinase,-15,-7,1,-10,4,-1,0,-28
Furin inh,-2,-26,-30,-12[20 µM],-30,-19,-12,-25
Cl transport mod,-0.71,1.1,-2.2,-0.76,0.052,-0.2,-3,-1.6
TRPML3 agonist,0.5,0.9,-0.2,-0.1,0.1,0.2,-0.3,0.4
PPC-1+TRAIL kill,12,12,-3,15,17,-3,13,18
zfTRPN1 agonist,-1.0,-1.0,0.7,-1.3,1.5,0.2,0.1,0.4
